Bioassay records: PubChem, several laboratories
sEH inhibitor: inhibitors of human soluble epoxide hydrolase. P34913. recombinant human sEH enzymatic activity assay. inhibition, % at 2 µM. 91,000 compounds, 0.34% hits. AID 707; in the data active = inhibition above about 80%; note: values of inactives mirror those of a sister screen read the other way; many of its hits are not listed in these tables
Target sequence (P34913 whole entry, looked up): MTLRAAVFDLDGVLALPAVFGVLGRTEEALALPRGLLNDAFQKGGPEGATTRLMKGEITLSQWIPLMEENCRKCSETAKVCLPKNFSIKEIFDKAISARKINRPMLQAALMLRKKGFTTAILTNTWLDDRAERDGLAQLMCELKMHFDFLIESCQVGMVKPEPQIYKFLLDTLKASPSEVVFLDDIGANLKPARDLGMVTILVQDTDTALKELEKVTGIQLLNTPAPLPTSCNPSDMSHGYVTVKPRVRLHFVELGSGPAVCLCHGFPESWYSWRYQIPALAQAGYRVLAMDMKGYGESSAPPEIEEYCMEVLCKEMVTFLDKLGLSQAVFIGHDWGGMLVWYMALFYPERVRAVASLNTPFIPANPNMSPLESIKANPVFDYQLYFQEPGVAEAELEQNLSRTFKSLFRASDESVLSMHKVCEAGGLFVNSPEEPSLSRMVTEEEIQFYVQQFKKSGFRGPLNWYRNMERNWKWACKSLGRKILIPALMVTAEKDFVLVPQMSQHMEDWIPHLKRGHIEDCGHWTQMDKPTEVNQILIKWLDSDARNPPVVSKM
CYP2C19 act: increases human CYP2C19 enzyme activity; activation factor at 5 µM; recombinant CYP2C19, luciferin-H EGE luminescence; stronger effect = higher value; 0 = fully inhibited enzyme, 1 = untreated enzyme; 96,000 tested, under 10 active;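 active = activation factor of at least 2 at 5 µM in the primary screen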;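 note: 0 = wells with 2.5 mM tranylcypromine and 1 = vehicle-only wells; values of inactives mirror those of a sister screen read the other way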
DAT uptake mod: modulates human dopamine transporter uptake under cocaine; B-score at 10 µM; 110,000 compounds, 1.3% hits; LLC-PK1 hDAT cells, [14C]-dopamine uptake with cocaine IC80; actives deviate in either direction; AID 449768; Q01959;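 active = Z score or B-score, a plate-position-corrected score, falls beyond the plate's 99.7% confidence bounds, in either direction; inactive = both scores lie inside the 99.7% bounds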;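 note: scored against the spread of the other compound wells on the same plate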
PostGolgi yeast: growth inhibition of a yeast mutant, post-Golgi transport screen; post-Golgi transport phenotypic cell assay; inhibition, % at 10 µM; 98,000 compounds, 0.9% hits; AID 739;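 note: yeast cells grown in 1536-well plates; yeast grown about 18 h at 30C before absorbance read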
S1P2 agonist: S1P2 (human) receptor agonism; S1P2-expressing cell line, agonist reporter read-out; activation, % at 4.5 µM; 97,000 compounds, 0.46% hits; in the data active = activation above about 16%;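 note: 0% = vehicle low control and 100% = maximal reference agonist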
Target sequence (O95136 whole entry, looked up): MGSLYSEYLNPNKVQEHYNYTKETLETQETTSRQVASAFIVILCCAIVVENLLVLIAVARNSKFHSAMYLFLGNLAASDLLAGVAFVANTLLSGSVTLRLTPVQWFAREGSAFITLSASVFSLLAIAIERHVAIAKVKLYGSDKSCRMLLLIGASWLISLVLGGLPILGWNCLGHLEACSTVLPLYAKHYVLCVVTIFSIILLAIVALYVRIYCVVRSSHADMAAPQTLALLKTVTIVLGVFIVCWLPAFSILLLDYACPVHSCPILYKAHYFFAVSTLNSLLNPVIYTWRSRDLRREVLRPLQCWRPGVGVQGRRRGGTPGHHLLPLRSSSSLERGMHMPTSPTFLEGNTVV
PostGolgi ctrl: growth of the yeast control strain, post-Golgi counter-screen; efflux-deficient yeast background strain, growth absorbance A615, 16 h; AID 738; inhibition, % at 10 µM; 98,000 compounds, 5% hits
S1P2 antag: S1P2 (human) receptor antagonism | O95136 | cell-based S1P2 antagonist assay, inhibition at 5 uM | inhibition, % at 5 µM | 97,000 compounds, 0.21% hits | AID 736; in the data active = inhibition above about 45%;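 note: CRE beta-lactamase reporter cells expressing human S1P2 stimulated with S1P; 0% = agonist at EC80 alone and 100% = agonist plus reference antagonist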
sEH act: soluble epoxide hydrolase (human) activation. P34913. purified human sEH enzymatic activity, activator screen. activation, % at 2 µM. 91,000 compounds, 0.04% hits; in the data active = activation above about 37%; note: values of inactives mirror those of a sister screen read the other way
CYP2C19 inhib: human CYP2C19 inhibition. P33261. CYP2C19 Supersomes, luciferin-H EGE luminescence, 30 min. inhibition, % at 5 µM. 96,000 compounds, 21% hits. AID 778;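 active = CYP2C19 inhibition above a set limit at 5 µM in the primary screen, cut at about 50% in these data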;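 note: plate controls were negative control wells for no effect and 2.5 mM tranylcypromine positive control for full effect; values of inactives mirror those of a sister screen read the other way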
* marks the source's active call; other numbers are inactive results; / = not tested or not shown. Cut-off read from the data, not from the text of the source, unless noted: active = inhibition above about 30%; inactive = the rest.

SMILES	sEH inhibitor	CYP2C19 act	DAT uptake mod	PostGolgi yeast	S1P2 agonist	PostGolgi ctrl	S1P2 antag	sEH act	CYP2C19 inhib
COCCSc1ccccc1C(=O)NCC1CCCO1 (centres undefined)	-1	1	0.081	-5	-7	-11	-2	2	-1
CC1(C)Cn2c(nnc2-c2ccccc2)S1	-8	0.6	-1	-7	-1	7	-32	9	40
Cc1ccc(Nc2nc(-c3ccc(S(=O)(=O)N4CCOCC4)cc3)cs2)cc1	0	/	-0.43	/	-6	/	33	3	/
CC(C)[C@H](NC(=O)[C@@H]1CSCN1C(=O)OC(C)(C)C)C(=O)NCC1CCC(C(=O)O)CC1 (some centres undefined)	-4	1.1	0.12	-10	-3	5	-2	2	-6
Cc1ccc(C(=O)N2CCCCCC2)cc1Br	-4	0.7	-0.72	-7	-6	17	4	2	27
Cc1ccccc1OCc1nnc(SCC(=O)Nc2ccc3c(c2)oc2ccccc23)n1C	18	0.9	0.95	-3	-9	6	40	-13	6
O=C(c1ccc(Cl)cc1)N1CCC(O)(CSc2ccccc2)CC1	/	0.5	1	-6	-5	21	11	/	54*
CC(=O)NC1Sc2ccccc2N=C1c1ccccc1 (centres undefined)	11	0.6	0.47	8	-6	0	-4	-10	40
CC1CC(C)CN(S(=O)(=O)c2ccc(C(=O)Nc3nnc(-c4cccs4)o3)cc2)C1 (centres undefined)	16	1.1	/	-2	-4	23	-4	-15	-11
CC(C)(C)c1cc(Br)ccc1OCC(=O)Nc1ncn[nH]1	10	0.5	0.71	7	-3	30*	12	-10	54*
CCCCCc1nc2c(C#N)c(-c3ccc(Cl)cc3)ccn2n1	-1	0.9	0.43	-2	8	34*	-9	2	12
COc1cccc(-n2c(CNC(=O)OC(C)(C)C)n[nH]c2=S)c1	-11	1	-0.35	-4	-6	-1	9	10	1
COc1ccc(CNc2ccc3c(c2)CCC3)cc1OC	-2	0.5	1.3	14	-4	2	5	-1	50
COc1ccc(CCNC(=O)Cc2cc(=O)[nH]c(=O)[nH]2)cc1OC	2	0.9	-1.3	-12	-2	5	6	-3	6
Cc1csc(NC(=O)CSCC(=O)Nc2ccccc2)n1	8	0.5	0.0011	6	-3	22	4	-5	50
O=C(NC(C(=O)c1ccccc1)n1ccc(=O)[nH]c1=O)c1ccccc1 (centres undefined)	-9	1.1	-0.75	14	-3	30*	-13	6	-7
O=C(NCCN1CCOCC1)[C@H](Cc1ccccc1)N1C(=O)c2ccccc2C1=O	10	1.1	-0.71	-5	-3	5	-10	-11	-9
COc1cccc(C(c2sc3ncnn3c2O)N2CCN(C(=O)c3ccco3)CC2)c1 (centres undefined)	10	/	-1.1	-5	-5	3	-9	-7	/
Cc1c(NC(C)c2ccccc2O)c(=O)n(-c2ccccc2)n1C (centres undefined)	6	0.5	-0.013	13	0	8	6	-7	48
CSc1ccc(NC(=O)CC(C)=O)cc1	3	1	0.34	-1	-2	26	15	-3	-1
COCCOC(=O)c1c(C)n(C)c2ccc(OC(=O)c3ccco3)cc12	-17	0.9	-0.11	-6	-7	10	-10	15	11
Cc1ccc(SCc2nnc(N)s2)cc1	16	/	-1.3	5	-2	9	-1	-12	/
O=C(Nc1ccncc1)C1COc2ccccc2O1 (centres undefined)	-4	0	-1.5	-8	3	-8	-16	0	96*
COc1ccc(C(=O)O/N=C/c2ccc(S(=O)c3ccc(Cl)cc3)nc2)cc1 (centres undefined)	0	/	-0.48	1	-4	12	13	0	/
COC(=O)CCc1c(C)c(C(=O)c2ccco2)c2ccccn12	-6	0.5	1.6	-1	-8	-1	16	9	48

Record cards (already shown). Values in the order: sEH inhibitor | CYP2C19 act | DAT uptake mod | PostGolgi yeast | S1P2 agonist | PostGolgi ctrl | S1P2 antag | sEH act | CYP2C19 inhib
Shown for COC(=O)CCc1c(C)c(C(=O)c2ccco2)c2ccccn12 → -6 | 0.5 | 1.6 | -1 | -8 | -1 | 16 | 9 | 48
Shown for O=C(c1ccc(Cl)cc1)N1CCC(O)(CSc2ccccc2)CC1 → / | 0.5 | 1 | -6 | -5 | 21 | 11 | / | 54*
Shown for Cc1ccc(C(=O)N2CCCCCC2)cc1Br → -4 | 0.7 | -0.72 | -7 | -6 | 17 | 4 | 2 | 27
Shown for Cc1c(NC(C)c2ccccc2O)c(=O)n(-c2ccccc2)n1C (centres undefined) → 6 | 0.5 | -0.013 | 13 | 0 | 8 | 6 | -7 | 48

(more compounds)
SMILES	sEH inhibitor	CYP2C19 act	DAT uptake mod	PostGolgi yeast	S1P2 agonist	PostGolgi ctrl	S1P2 antag	sEH act	CYP2C19 inhib
CC(C)(C)n1ncc2c(=O)n(CC(=O)Nc3ccc(Cl)cc3)cnc21	-12	0.9	1.1	-7	-7	0	14	11	7
CC1CCCC(C)N1Cc1cn2ccccc2n1 (centres undefined)	6	1	0.3	-3	-8	0	2	-7	2
C=C(C)c1cccc(C(C)(C)NC(=O)NCCCn2ccnc2)c1	/	0	-0.71	2	/	5	/	/	98*
C=CCNC(=O)Nc1ccc(OCC)cc1	5	1.1	1.4	6	-8	-2	-2	-6	-10
COc1nc(OC/C(N)=N/O)nc(N2CCOCC2)n1	/	1	-0.65	4	/	-5	/	/	0
Cc1ccc(Oc2ccc(/C=N/O)cn2)cc1	-2	0.9	0.59	-16	-3	6	-6	2	8
COc1ccc(CCNC(=O)CSCc2ccc(C)cc2)cc1OC	13	/	0.28	/	-1	/	27	-11	/
O=C(Nc1nnc(-c2ccccc2)o1)Nc1ccccc1Cl	/	0.4	/	7	/	0	/	/	56*
COc1ccc(-n2cnc3cc(N)ccc32)cc1	-9	/	0.16	/	-4	/	4	12	/
O=C(Nc1ccc(Cl)c([N+](=O)[O-])c1)c1ccc(NCCCN2CCOCC2)c([N+](=O)[O-])c1	4	0.9	-0.051	3	-3	4	8	-6	11
Clc1ccc(-c2cnc(Oc3ccccc3)nc2)cc1	10	0.7	-0.2	33*	-6	-8	-6	-5	33
CCCN=Cc1sc2ccc(OCC)cc2c1O	4	0.3	1.1	0	-1	13	11	-2	69*
CCOc1cc(NC(=S)NCCCN2CCOCC2)c(OCC)cc1NC(=O)CC(C)C	5	0.7	-0.25	-9	-3	8	-18	-2	31
O=C(C1CCCN(S(=O)(=O)c2cccc3nsnc23)C1)N1CC=C(c2ccccc2)CC1 (centres undefined)	13	0.4	1.3	-1	-5	5	3	-13	64*
COc1ccc(CC(=O)NC(=S)Nc2ccc(S(=O)(=O)NC(C)(C)C)cc2)cc1	34	0.8	0.35	3	-6	38*	-5	-32	16
Cc1cccnc1NC1OC(=O)c2ccccc21 (centres undefined)	8	1.1	-0.66	-3	-5	-1	14	-10	-15
O=C(c1ccc2c(=O)n(Cc3ccc4c(c3)OCO4)c(=S)[nH]c2c1)N1CCCCC1	82*	0.9	-0.57	-5	-6	4	9	-82	10
Cc1cccc(NC(=O)c2ccccc2O)c1C	5	0.8	0.68	-9	-1	17	-35	-2	16
O=C(CC1NC(=O)NC1=O)Nc1ccccc1 (centres undefined)	2	0.9	0.13	-16	-3	6	24	0	10
Clc1cccc(OCCN2CCOCC2)c1	-12	0.8	0.044	-7	0	-2	10	11	22
CC(C)(CSc1nncn1/N=C/c1ccco1)NS(=O)(=O)c1ccc(Cl)cc1	8	0.5	0.98	-6	-11	-2	10	-8	53*
CCc1cc2ccc(C)cc2nc1SCC(=O)c1ccc(NC(C)=O)cc1	-4	0.4	-0.39	-1	-5	25	5	7	63*
CC(=O)N(Cc1c(C#N)c2ccccc2n1C)c1ccccc1	8	/	-0.57	/	-7	/	3	-6	/
Cc1cc(C)c(N=C2CCCN2Cc2ccccc2)c(C#N)c1	-3	/	3*	/	-4	/	5	8	/
CCCCCn1c(CN2CCN(c3cc(Cl)ccc3C)CC2)nc2c1c(=O)[nH]c(=O)n2C	2	0.9	0.37	-2	-4	56*	10	-5	15

Structures listed above that bear a hit mark in DAT uptake mod.
mol	sEH inhibitor	CYP2C19 act	DAT uptake mod	S1P2 agonist	S1P2 antag	sEH act	CYP2C19 inhib
Cc1cc(C)c(N=C2CCCN2Cc2ccccc2)c(C#N)c1	-3	/	3*	-4	5	8	/

Continuation:
SMILES	sEH inhibitor	CYP2C19 act	DAT uptake mod	PostGolgi yeast	S1P2 agonist	PostGolgi ctrl	S1P2 antag	sEH act	CYP2C19 inhib
Cc1cc(C)nc(NC2=NCC(=O)N2c2ccc(Cl)cc2)n1	/	1	/	1	-7	15	15	/	4
O=C(Cn1cnc2c(nnn2Cc2ccc(Cl)cc2)c1=O)NCC1CCCO1 (centres undefined)	-1	0.9	0.09	15	-7	0	-12	2	7
COC(=O)c1ccc(OC(=O)c2ccc(OC)c(OC)c2)c(OC)c1	-36	0.8	-0.051	-8	-5	25	8	38*	17
Cc1ccc2c(c1)nnn2C1CCN(CC(=O)Nc2ccc3c(c2)OCCO3)CC1	/	0.7	1.6	-6	-7	3	-3	/	27
Cc1ccc(Nc2nnc(SCC(=O)NCc3ccco3)s2)cc1	/	0.6	0.76	-6	/	-2	/	/	44
CC(=O)OCC1OC(n2ccc(=O)[nH]c2=O)C(O)C1O (centres undefined)	-16	0.9	-0.59	0	-4	8	-3	15	9
COc1ccc(CNC2CCCCC2)cc1	10	0.3	-1.3	3	-7	5	0	-8	69*
O=C(O)C1CC(=O)N(Cc2cccs2)C1 (centres undefined)	/	1.2	-0.46	-3	1	11	-11	/	-23
C=C(C)CSc1nnc2[nH]c(=O)cc(N)n12	-10	/	-0.29	/	-7	/	-7	11	/
CCOC(=O)CC1=C(C(=O)OCC)C(c2cccs2)C(C#N)=C(N)O1 (centres undefined)	7	0.2	-0.035	-4	-4	4	4	-8	78*
Cc1cc(N2C(=O)C(=O)/C(=C(/O)c3ccc(F)cc3)C2c2ccc(F)cc2)no1 (centres undefined)	13	1.2	1.3	-2	-7	-1	-10	-11	-21
Cc1ccc(C(=O)Nc2cccnc2)cc1S(=O)(=O)N1CCOCC1	-7	0.5	0.57	-8	-4	8	-11	2	47
Clc1cccc(CSc2nnc(-c3sccc3-n3cccc3)o2)c1	-7	0.7	-0.12	11	-4	10	5	4	34
CC(C)NC(=O)CC(c1ccccc1)c1cc(Br)ccc1O (centres undefined)	4	0	-2.3	9	-6	14	-10	-7	95*
COc1ccc(CNC(=O)CCCOc2cc(=O)n(C)c3ccccc23)cc1	48	0.1	1	3	-5	2	-4	-48	92*
COc1ccc2nc(NC(=O)c3cc(S(=O)(=O)N4CCOCC4)ccc3C)sc2c1	-5	0.9	2.1	-14	-4	9	1	4	7
C=CCNC(=O)Nc1ccc2oc(C)nc2c1	3	1.1	0.0073	-1	-6	0	22	-5	-14
CC1Cc2ccccc2N1C(=O)COC(=O)C1=COCCO1 (centres undefined)	/	1	-0.045	-3	/	0	/	/	3
CC1(C(=O)O)CCC(C(=O)NCCc2ccccc2)C1(C)C (centres undefined)	8	1	1.5	-2	-6	0	-4	-8	-1
Cc1ccc(CN/C=C/C(=O)c2ccc(Br)cc2)cc1	-5	1.1	0.47	15	-9	26	13	4	-7
C=CCNc1nc(-c2ccc(Cl)cc2)cs1	1	0.7	-1.1	8	-4	18	11	1	32
Cc1cccc(OCC(=O)N2CCC(c3ccccc3)C2)c1 (centres undefined)	14	0.5	0.97	2	-3	22	-6	-12	46
CN(C)c1nc(OCCOC(=O)c2ccccc2)nc(N(C)C)n1	2	0	-1.1	-7	-2	3	-4	-2	99*
CC1(C)Cc2c(sc3ncn4nc(-c5ccco5)nc4c23)CO1	0	/	/	/	-2	/	-17	0	/
COc1ccc(CCNC(=O)C(=O)Nc2nccs2)cc1OC	-34	0.8	0.82	12	-8	3	-16	30	21
Cc1cc(Oc2ccccc2)nc(SCC(=O)Nc2ccc(Cl)c(Cl)c2)n1	3	0.4	1.3	-1	-3	22	13	-3	56*
CCS(=O)(=O)Nc1ccc(C2=NN(C(=O)c3ccco3)C(c3ccc(C)cc3)C2)cc1 (centres undefined)	12	0.7	-0.23	-4	-4	-5	-2	-10	32
COc1ccc(OC)c(S(=O)(=O)N2CCC(C(=O)NC(C)c3ccccc3)CC2)c1 (centres undefined)	40	0.6	-0.91	5	-2	8	19	-40	39
CC1=C(C(=O)OC(C)C)C(c2ccc(N(C)C)cc2)C2=C(CC(C)(C)CC2=O)N1 (centres undefined)	/	0.8	0.34	2	-1	4	-22	/	17

The order is random. Share with any hit: about 24%.
